Compound activity (PubChem BioAssay)
CCHFV vOTU inh: blocks the CCHF virus ovarian tumor domain protease; CCHFV vOTU protease, Pep-AMC fluorescence; inhibition, % at 11.5 µM; 370,000 compounds, 0.55% hits; AID 651958; in the data active = inhibition above about 30%; note: 0% = vehicle wells with enzyme and 100% = no enzyme wells
TcdB inh: TcdB glycohydrolase inhibition | P18177 | TcdB glycohydrolase enzymatic assay, plate reader | inhibition, % at 9.99 µM | 350,000 compounds, 0.24% hits | AID 652162; in the data active = inhibition above about 10%
Target sequence (P18177 whole entry, looked up): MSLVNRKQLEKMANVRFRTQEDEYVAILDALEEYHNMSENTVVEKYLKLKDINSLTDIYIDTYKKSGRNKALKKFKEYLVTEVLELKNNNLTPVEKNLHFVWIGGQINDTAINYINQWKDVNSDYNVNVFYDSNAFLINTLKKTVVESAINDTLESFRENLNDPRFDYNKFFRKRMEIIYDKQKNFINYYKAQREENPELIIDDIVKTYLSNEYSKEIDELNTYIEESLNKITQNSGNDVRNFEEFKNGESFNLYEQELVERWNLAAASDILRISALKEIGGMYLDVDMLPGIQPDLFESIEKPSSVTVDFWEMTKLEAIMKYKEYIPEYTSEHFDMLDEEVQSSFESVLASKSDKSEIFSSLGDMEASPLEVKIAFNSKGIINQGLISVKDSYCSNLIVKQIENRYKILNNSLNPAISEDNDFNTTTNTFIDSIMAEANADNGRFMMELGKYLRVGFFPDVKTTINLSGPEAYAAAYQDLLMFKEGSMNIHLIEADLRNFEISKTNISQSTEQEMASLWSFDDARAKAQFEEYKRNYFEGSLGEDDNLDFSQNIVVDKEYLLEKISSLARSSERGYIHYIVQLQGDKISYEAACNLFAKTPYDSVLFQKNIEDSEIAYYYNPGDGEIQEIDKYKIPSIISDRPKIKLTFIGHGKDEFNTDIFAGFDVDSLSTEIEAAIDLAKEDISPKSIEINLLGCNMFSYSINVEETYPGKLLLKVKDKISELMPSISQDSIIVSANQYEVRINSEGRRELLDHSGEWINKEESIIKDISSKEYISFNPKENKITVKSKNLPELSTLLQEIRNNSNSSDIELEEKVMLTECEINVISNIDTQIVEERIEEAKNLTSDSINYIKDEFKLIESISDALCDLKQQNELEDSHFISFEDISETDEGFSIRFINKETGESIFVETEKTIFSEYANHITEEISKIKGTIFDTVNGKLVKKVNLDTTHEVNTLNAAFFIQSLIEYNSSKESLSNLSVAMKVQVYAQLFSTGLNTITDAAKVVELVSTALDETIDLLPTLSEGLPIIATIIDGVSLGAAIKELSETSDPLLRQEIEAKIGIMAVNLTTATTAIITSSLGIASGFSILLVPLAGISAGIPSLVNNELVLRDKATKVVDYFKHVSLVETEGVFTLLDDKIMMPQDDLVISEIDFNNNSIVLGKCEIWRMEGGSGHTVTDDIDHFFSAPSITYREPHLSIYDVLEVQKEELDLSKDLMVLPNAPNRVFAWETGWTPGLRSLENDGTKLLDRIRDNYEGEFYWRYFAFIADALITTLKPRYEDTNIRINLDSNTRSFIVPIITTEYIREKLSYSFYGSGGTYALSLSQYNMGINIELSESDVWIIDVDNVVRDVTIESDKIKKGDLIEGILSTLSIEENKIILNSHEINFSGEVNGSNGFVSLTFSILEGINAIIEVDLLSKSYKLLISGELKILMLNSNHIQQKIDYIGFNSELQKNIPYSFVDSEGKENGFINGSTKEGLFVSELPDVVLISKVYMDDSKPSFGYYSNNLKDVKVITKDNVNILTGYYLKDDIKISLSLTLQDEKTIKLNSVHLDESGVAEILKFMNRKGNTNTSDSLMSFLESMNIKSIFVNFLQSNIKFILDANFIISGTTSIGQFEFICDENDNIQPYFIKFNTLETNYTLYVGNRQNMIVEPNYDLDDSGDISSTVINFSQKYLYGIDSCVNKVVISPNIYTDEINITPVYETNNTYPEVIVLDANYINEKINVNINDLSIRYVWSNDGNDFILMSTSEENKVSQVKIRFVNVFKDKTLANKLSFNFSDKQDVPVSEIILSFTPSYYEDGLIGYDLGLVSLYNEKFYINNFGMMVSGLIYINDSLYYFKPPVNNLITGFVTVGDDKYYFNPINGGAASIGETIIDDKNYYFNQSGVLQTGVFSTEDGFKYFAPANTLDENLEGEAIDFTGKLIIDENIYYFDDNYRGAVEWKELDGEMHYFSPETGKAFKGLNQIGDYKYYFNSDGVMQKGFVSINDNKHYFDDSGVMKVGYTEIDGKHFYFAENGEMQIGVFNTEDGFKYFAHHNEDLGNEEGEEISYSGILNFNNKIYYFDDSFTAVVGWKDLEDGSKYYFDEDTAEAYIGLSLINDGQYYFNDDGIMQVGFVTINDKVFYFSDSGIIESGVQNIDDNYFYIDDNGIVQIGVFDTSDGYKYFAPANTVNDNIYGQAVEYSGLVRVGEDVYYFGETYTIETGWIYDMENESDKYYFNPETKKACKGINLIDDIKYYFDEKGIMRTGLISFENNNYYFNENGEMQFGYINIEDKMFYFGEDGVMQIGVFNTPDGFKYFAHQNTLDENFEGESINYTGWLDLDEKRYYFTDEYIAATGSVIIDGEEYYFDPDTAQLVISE
BoNT F protease: blocks Botulinum neurotoxin F light chain protease; Multiplex microsphere protease cleavage assay, flow cytometry; inhibition, % at 10 µM; 360,000 compounds, 0.22% hits; AID 588497; in the data active = inhibition above about 35%, passing the limit was not always enough; inconclusive = no clear call, values can overlap the other calls; note: plate controls were buffer without enzyme for full effect and enzyme alone for no effect
Yp Topo-I inh: blocks Yersinia pestis topoisomerase I activity; Y. pestis Topo-I cleavage product accumulation, plate reader; activity, % at 10 µM; 360,000 compounds, 0.064% hits; in the data active = activity above about 50%, passing the limit was not always enough; inconclusive = no clear call, values can overlap the other calls; note: inactives centre near 2
Anthrax LF inh2: inhibitors of Bacillus anthracis lethal factor protease; 360,000 compounds, 0.12% hits; inhibition, % at 10 µM; multiplex microsphere protease cleavage assay, LF; P15917; note: plate controls were buffer without enzyme for full effect and enzyme alone for no effect
PfHsp40 yeast: compounds rescuing yeast from Plasmodium falciparum HSP40 toxicity; S. cerevisiae expressing PfHsp40, growth rescue, ATP luminescence; growth rescue, % at 12.5 µM; 340,000 compounds, 0.68% hits; in the data active = growth rescue above about 28%, passing the limit was not always enough; inconclusive = no clear call, values can overlap the other calls;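 note: yeast W303a lacking pdr1 and pdr3 grown in galactose medium; growth measured after three days at 30 °C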
FadD28 binding: M. tuberculosis FadD28 bisubstrate binding inhibition; FadD28 bisubstrate probe binding, fluorescence polarization; inhibition, % at 12.5 µM; 360,000 compounds, 0.22% hits; in the data active = inhibition above about 8.5%, passing the limit was not always enough; inconclusive = no clear call, values can overlap the other calls
BoNT A protease: BoNT A light chain protease inhibition; multiplex microsphere protease substrate cleavage, flow cytometry; inhibition, % at 10 µM; 360,000 compounds, 0.17% hits; note: plate controls were buffer without enzyme for full effect and enzyme alone for no effect
PrPC surface inh: inhibitors of human cell surface prion protein PrPC. P04156. TR-FRET read-out. inhibition, % at 13.8 µM. 370,000 compounds, 0.43% hits. AID 720596; in the data active = inhibition above about 24%; note: 0% = median of the test wells and 100% = reference compound wells
* = called active by the depositor; ? = inconclusive; nt = not tested or not shown; & = joins results of further samples. Cut-off read from the data, not from the text of the source, unless noted: active = inhibition above about 30%; inconclusive = no clear call, values can overlap the other calls; inactive = below that. This is a random part of the collection. Share with any hit: about 2.3%.

Fields – CCHFV vOTU inh	TcdB inh	BoNT F protease	Yp Topo-I inh	Anthrax LF inh2	PfHsp40 yeast	FadD28 binding	BoNT A protease	PrPC surface inh
1) COc1ccc(/C=N/N=C2\SCC(=O)N2c2c(C)n(C)n(-c3ccccc3)c2=O)cc1OC
 : 11	0.4	-1	8	0	1.1	-4.5	0.4	-6
2) COc1cc(CNCc2ccc(OC)cc2OC)cc(OC)c1
 : -10	3.3	?	-4	-6	8.7	-0.1	-4.6	-4
3) O=C(O)c1ccc2c(c1)S(=O)(=O)c1cc(Cl)ccc1C2=O
 : 1	-2.5	-3	3	1	0.3	0.9	-0.4	-33
4) CC(CN(C(N)=O)c1ccccc1O)C(=O)O (stereo not given)
 : 8	nt	-1	-3	2	-1.1	-1.6	1.3	0
5) CC1(C)C2CCC(C2)C1(C)NC(=O)CNCC1CCCCC1 (stereo not given)
 : 0	0.3	-4	7	-2	0.1	-4.3	-0.8	-3
6) CC(C)[C@H](NC(=O)c1ccccc1)C(=O)OCC(=O)N1CCc2ccccc2C1
 : -6	nt	7	-4	-1	0.6	-0.3	0.2	1
7) Cc1nnc(C)n1/N=C/c1ccc(-c2ccccc2)cc1
 : 5	nt	-3	9	-2	0.3	0.2	-0.5	-3
8) CCN(CC)S(=O)(=O)c1ccc(Cl)c(NC(=O)COC(=O)/C=C/c2ccc(O)c(OC)c2)c1
 : 21	-1.5	-1	0	-4	-0.9	-2.9	-0.3	-7
9) Cc1c(C)n2c(SCC(=O)N3CCOCC3)nnc2[nH]c1=O
 : -6	0.3	10	-5	1	1.2	-0.6	5.5	4
10) CC(C)C(OC(=O)c1ccco1)C(=O)NC1CCCC1 (stereo not given)
 : 11	0.8	9	-1	-1	-0.1	-2.3	1.9	2

Next results follow:
Fields – CCHFV vOTU inh	TcdB inh	BoNT F protease	Yp Topo-I inh	Anthrax LF inh2	PfHsp40 yeast	FadD28 binding	BoNT A protease	PrPC surface inh
11) Cc1cccc(NCCNc2cccc(C)c2)c1
 : -1	nt	-18	12	-4	-1.0	-1.0	-0.8	0
12) Cc1cc(C)c(S(=O)(=O)N2CCN(C(=O)C3COc4ccccc4O3)CC2)c(C)c1 (stereo not given)
 : 13	1.0	-6	30	0	2.6	-2.6	-0.8	0
13) CCn1c(SCC(=O)NC2CC2)nnc1-c1ccncc1
 : 20	1.6	-3	9	2	1.7	0.3	0.9	-5
14) O=C(NCC(c1cccs1)N1CCOCC1)c1ccc(Cl)c([N+](=O)[O-])c1 (stereo not given)
 : 1	0.7	-3	-3	-2	2.1	-1.7	0.3	-23
15) O=C(Cn1cnc([N+](=O)[O-])n1)NCCc1ccccc1
 : 2	1.0	-4	-1	-1	-1.2	0.2	0.8	-22
16) COc1cccc(CN2CCN(Cc3ccc(OC)c(OC)c3)CC2CCO)c1 (stereo not given)
 : 1	-0.6	-5	5	0	-0.8	-2.8	-0.8	2
17) CC(Sc1nnc(-c2ccc(OC(F)F)cc2)o1)C(=O)NCC1CCCO1 (stereo not given)
 : 17	1.2	8	8	-1	-1.6	-0.7	-0.1	-6
18) COCCNC(=O)C1(C)CCN(C(=O)c2sccc2C)C1 (stereo not given)
 : 14	1.4	6	1	5	nt	-1.9	0.1	7
19) Cc1noc(C)c1NC(=O)N(C)C[C@H]1OCCCC[C@@H](C)Oc2ccc(NC(=O)c3ccccc3)cc2C(=O)N([C@H](C)CO)C[C@@H]1C
 : 3	0.8&0.1	-5	41	2	nt	0.0	-0.6	0
20) CC(=O)c1ccc(Nc2nc(-c3ccccc3)nc3ccccc23)cc1
 : 6	0.4	21	-2	-1	1.3	-0.9	-0.6	1

(next part)
Fields – CCHFV vOTU inh	TcdB inh	BoNT F protease	Yp Topo-I inh	Anthrax LF inh2	PfHsp40 yeast	FadD28 binding	BoNT A protease	PrPC surface inh
21) CCNS(=O)(=O)c1ccc(OC)c(C(=O)NC2CCCCC2)c1
 : nt	nt	-3	2	2	1.1	-3.7	-0.3	nt
22) Cc1ccc(CN2CCNC(=O)C2CC(=O)N(C)C(C2CC2)C2CC2)o1 (stereo not given)
 : -11	2.8	5	9	10	-1.1	1.8	1.0	2
23) Cc1cc(C)cc(S(=O)(=O)Cc2noc(C(=O)NCc3ccccc3)c2C(=O)NCc2ccccc2)c1
 : 1	1.0	-2	34	-3	-0.4	-2.7	0.2	-1
24) COc1ccc(C2=CC(=O)OC3(CCCC3)O2)cc1
 : -1	nt	2	32	-1	0.8	-1.5	0.7	0
25) O=C(Nc1cccc(S(=O)(=O)N2CCOCC2)c1)c1ccc(=O)[nH]c1
 : 0	0.0	-2	-8	0	-0.5	-0.6	-0.3	-4
26) Cc1ccc(Cl)cc1NC(=S)N/N=C/c1cccc2ccccc12
 : -10	1.1	nt	-9	nt	6.4	-5.1	nt	15
27) CN(CCOc1ccccc1)C(=O)C1CCN(C(=O)c2ccc(Cl)cc2)CC1
 : -7	-0.1	-7	24	3	-2.2	-0.4	-0.7	-4
28) Cc1cc([N+](=O)[O-])ccc1NCc1ccc2ccccc2c1
 : 24	0.2	-2	-2	-4	-0.1	-1.2	0.0	-3
29) CC(C)CNC(=O)c1ccccc1NC(=O)CSCc1ccccc1
 : 2	nt	-8	-4	-8	1.7	-3.1	0.1	0
30) CN1C(=O)CS(=O)c2ccc(C(=O)NCCC3=CCCCC3)cc21 (stereo not given)
 : 4	-2.2	0	-8	-5	0.8	-3.5	0.7	14

Following part
Fields – CCHFV vOTU inh	TcdB inh	BoNT F protease	Yp Topo-I inh	Anthrax LF inh2	PfHsp40 yeast	FadD28 binding	BoNT A protease	PrPC surface inh
31) O=C(c1ccc(F)cc1)N1CCN(c2cnn(-c3ccccc3)c(=O)c2Cl)CC1
 : -13	1.2	4	-3	3	-0.6	0.9	-1.1	-8
32) Cc1ccc(NS(=O)(=O)c2cc(NC(=O)c3ccc4c(c3)NC(=O)CS4)ccc2C)c(C)c1
 : -4	0.1	-2	25	0	4.5	-3.8	0.5	17
33) COc1ccccc1N1CCN(C(=O)c2cc3cc(F)ccc3[nH]2)CC1
 : 5	-1.1	15	4	-19	nt	0.6	-2.4	2
34) O=C(Nc1ccc2c(c1)CCC2)c1ccccc1F
 : -1	nt	2	-2	0	-1.5	-2.9	-0.2	-21
35) O=C(O)c1ccccc1OCc1ccccc1Cl
 : 12	1.9	-2	3	-4	0.6	-1.7	-0.4	-3
36) Cc1nc2ccccc2c(=O)n1/N=C/c1cn[nH]c1-c1ccccc1
 : -3	1.2	?	3	-18	nt	-1.9	-1.4	5
37) O=C1NCCCN1C1OC(CO)C(O)C1O (stereo not given)
 : 8	0.7	-1	9	5	nt	-0.2	-0.1	1
38) Cc1noc(NS(=O)(=O)c2ccc(NC(=O)CSc3ncccn3)cc2)c1C
 : 7	0.1	-2	-1	10	0.4	-0.3	0.2	-2
39) CCN(CC)c1ccc(NC(=O)CN2CCN(c3ccccc3F)CC2)cc1
 : 0	nt	4	28	-3	-0.3	0.1	0.1	3
40) COC(=O)c1ccc2nc(-c3ccc(OC)c(OC)c3)c(Cc3ccsc3)n2c1
 : 20	0.9	-11	nt	14	nt	-3.0	14	-2

2 entries from above, as tab-separated lines:
entry	molecule	CCHFV vOTU inh	TcdB inh	BoNT F protease	Yp Topo-I inh	Anthrax LF inh2	PfHsp40 yeast	FadD28 binding	BoNT A protease	PrPC surface inh
31	O=C(c1ccc(F)cc1)N1CCN(c2cnn(-c3ccccc3)c(=O)c2Cl)CC1	-13	1.2	4	-3	3	-0.6	0.9	-1.1	-8
34	O=C(Nc1ccc2c(c1)CCC2)c1ccccc1F	-1	nt	2	-2	0	-1.5	-2.9	-0.2	-21

Carrying on:
Fields – CCHFV vOTU inh	TcdB inh	BoNT F protease	Yp Topo-I inh	Anthrax LF inh2	PfHsp40 yeast	FadD28 binding	BoNT A protease	PrPC surface inh
41) Cc1ccc(S(=O)(=O)NCCCC(=O)C=[N+]=[N-])cc1
 : 7	nt	4	9	-3	1.3	-2.4	1.3	-2
42) COc1cc(NC(=O)Nc2cccc3cccnc23)cc(OC)c1OC
 : 27	-1.6	nt	-8	nt	1.8	-2.8	nt	1
43) O=C(COC(=O)C1CCCCC1)Nc1ccc([N+](=O)[O-])cc1
 : -8	1.5	2	-13	2	0.6	0.6	0.7	-9
44) NC(=O)[C@@H]1CCCN1C(=O)[C@@H](Cc1cnc[nH]1)NC(=O)[C@@H]1CCC(=O)N1
 : -3	1.9	-17	-3	0	-0.3	-2.7	-5.2	6
45) COc1ccc(CN(C)C(=O)/C=C/[C@H]2O[C@@H](n3cnc4c(N)ncnc43)[C@H](O)[C@@H]2O)cc1OC
 : -16	1.0	-1	nt	1	nt	0.3	0.1	1
46) OCCCn1c(CCNc2nc(-c3ccc(Cl)cc3)cs2)nc2cc(C(F)(F)F)ccc21
 : 10	nt	2	6	-1	3.2	-1.7	-0.4	-5
47) CCOC(=O)CC(=O)CSc1ncnc2c1oc1ccccc12
 : -8	nt	1	0	0	0.2	-3.3	0.0	58*
48) COc1cc(CC2(CCc3ccncc3)C(=O)N(C)C(=O)N(C)C2=O)cc(OC)c1OC
 : -8	1.8	0	-10	-5	-0.5	0.8	-0.1	2
49) CCOC(=O)c1c(N)nn(C(=O)c2ccccc2)c1-c1ccccc1
 : -3	0.6	-3	-8	-2	-0.7	-0.6	-0.3	-3
50) N#Cc1cc2c(nc1SCc1ccccc1)CCCC2
 : -4	0.1	-5	-4	0	0.7	-2.2	-0.8	-2

Next results follow.
Fields – CCHFV vOTU inh	TcdB inh	BoNT F protease	Yp Topo-I inh	Anthrax LF inh2	PfHsp40 yeast	FadD28 binding	BoNT A protease	PrPC surface inh
51) Cc1cc2cc(CNC(=O)NC3CCCCC3)ccc2n1C
 : 3	1.1	-132	6	-107	0.9	4.8	23	9
52) Cc1ccc(Cn2ccc(NC(=O)c3cc(-c4ccc(F)cc4)on3)n2)cc1
 : -3	nt	-3	5	0	-0.2	0.2	-1.4	-2
53) Cc1ccc(C(=O)N(CC(=O)NC2CCCCC2)c2ccccc2C)s1
 : 0	1.5	-4	26	0	0.4	-1.4	-0.5	12
54) CCOC(=O)[C@H]1[C@H]2COc3ccc(Br)cc3[C@@H]2N2C(=O)CN(CC3CCCO3)C(=O)[C@@]12C (stereo not given in full)
 : -1	0.0	10	14	-1	-0.5	-2.9	0.2	1
55) C/C(=N/O)c1cccc(N2Cc3ccccc3C2)c1
 : -5	-0.8	-45	3	-11	-0.4	-0.2	-0.7	-3
56) OC[C@@H]1CN(Cc2ccc(F)cc2)C[C@H](n2cnc3c(Nc4ccccc4)ncnc32)O1
 : -3	-1.2	0	12	4	nt	-0.4	0.4	7
57) Cc1nn(C)c(Oc2cccc(C(F)(F)F)c2)c1C#N
 : -3	0.0	-4	-1	0	-0.8	-3.6	-0.6	13
58) c1ccc(-c2nnc3sc(CN4CCc5ccccc54)cn23)cc1
 : 16	nt	-9	27	1	0.5	-2.8	-0.4	22
59) CC1(Cc2ccc(Cl)c(Cl)c2)C(=O)Nc2c(Cl)ccc(Cl)c21 (stereo not given)
 : 13	0.1	-8	17	-5	nt	-5.3	-0.2	10
60) CC(CC(=O)O)C(=O)c1ccc(Cl)c([N+](=O)[O-])c1 (stereo not given)
 : -4	-2.1	-3	-7	-1	-1.4	0.9	0.3	-7
61) O=C1c2cccc3cccc(c23)N1CN1CCN(c2ccccn2)CC1
 : 1	nt	7	-3	-2	0.7	-4.2	0.8	-1
62) CCN(CC)S(=O)(=O)c1cccc(C(=O)NCC2(N3CCOCC3)CCCCC2)c1
 : 19	2.7	22	22	-2	-1.3	-1.5	5.4	1
63) Cc1cccc(NC(=O)c2ccc(COc3ccc(Cl)cc3Cl)o2)n1
 : 4	nt	8	-3	-11	1.1	-1.3	0.9	15
